EPAC1 agonist: EPAC1 (human) agonism; O95398; EPAC1 agonist qHTS, biochemical assay; response scale: 100% = response to 6.5 mM cAMP; Potency, µM (titrated, usually from 154 µM), inactives show at the top dose activation, usual class: activators; 360,000 compounds, 0.073% hits; AID 720707; further: potency means the concentration at half of the fitted maximal effect; nearly all actives have a fitted effect of over 60% in size
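Fluorescent GDP-exchange assay: 100 nM EPAC1 with 250 nM Rap1B preloaded with BODIPY-GDP and 50 uM GDP; compounds tested as concentration series, 5 min at room temperature, then read every 5 min for 30 min (ex 480/em 540 nm); normalized to 6.5 mM cAMP.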
PLK1 PBD inh: inhibitors of human PLK1 polo-box domain binding. Plk1 PBD binding of FITC phosphopeptide, fluorescence polarization. Potency, µM, inactives show max response, negative = inhibition, actives largely listed as inhibitors. AID 720504. P53350. 360,000 compounds, 2.8% hits; further: potency means the concentration at half of the fitted maximal effect; series mostly up to about 57 µM; on the % scale 0 is the no-effect control and ±100 the full control effect; nearly all actives have a fitted effect of over 65% in size
EPAC2 antag: blocks human EPAC2 exchange factor; Q8WZA2; EPAC2 GEF exchange of Rap1B-BODIPY-GDP, fluorescence; Potency, µM (titrated, usually from 114 µM), inactives show at the highest dose activity, negative = inhibition, hits mostly inhibitors; 360,000 compounds, 0.18% hits; AID 720708; further: potency means the concentration at half of the fitted maximal effect; on the % scale 0 is the no-effect control and ±100 the full control effect; nearly all actives have a fitted effect of over 45% in size; many of its hits are not listed in these tables
PI5P4K alpha inh: PI5P4K alpha (human) kinase inhibition | P48426 | PI5P4Kalpha enzyme, ADP-Glo luminescence, 60 min; stronger effect = lower value | max response, % | 330,000 compounds, 1.2% hits | AID 652105; active means max response of -50% or lower; inconclusive means between -30% and -50%; inactive means -30% or higher; further: value at the top dose of about 77 µM; on the % scale 0 is the no-effect control and ±100 the full control effect
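Single end-point luminescence (ADP-Glo) quantified ADP from PI5P4Kalpha turnover; ATP 5 microM final, 1 h at RT, 0.1% CHAPS and 0.28 mM EGTA in HEPES pH 7.4.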
CCT modulator: cytosolic chaperonin activity modulation | purified chaperonin ATPase assay, HTRF ADP detection, 30 min | activity change, % (concentration not given with the values), hits read low | 360,000 compounds, 0.3% hits | AID 651819; in the data active means activity change below about -30%; further: on the % scale 0 is the no-effect control and ±100 the full control effect
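Nucleotide hydrolysis assay: TRiC at 20–40 nM final (set by batch activity) with 10 uM ATP, 30 min at 37 °C, in presence of 76 uM compound. Detection by competitive ADP HTRF, 30 min ambient.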
WRN helicase inh: blocks human WRN helicase. WRN helicase unwinding, fluorescent forked duplex, kinetic. Q14191. Potency, µM (titrated, usually from 114 µM), for the others: at the top dose activity change, negative = inhibition, most hits filed as inhibitors. AID 651768. 360,000 compounds, 0.46% hits; further: potency means the concentration at half of the fitted maximal effect; on the % scale 0 is the no-effect control and ±100 the full control effect; nearly all actives have a fitted effect of over 55% in size
Target sequence (Q14191 whole entry, looked up): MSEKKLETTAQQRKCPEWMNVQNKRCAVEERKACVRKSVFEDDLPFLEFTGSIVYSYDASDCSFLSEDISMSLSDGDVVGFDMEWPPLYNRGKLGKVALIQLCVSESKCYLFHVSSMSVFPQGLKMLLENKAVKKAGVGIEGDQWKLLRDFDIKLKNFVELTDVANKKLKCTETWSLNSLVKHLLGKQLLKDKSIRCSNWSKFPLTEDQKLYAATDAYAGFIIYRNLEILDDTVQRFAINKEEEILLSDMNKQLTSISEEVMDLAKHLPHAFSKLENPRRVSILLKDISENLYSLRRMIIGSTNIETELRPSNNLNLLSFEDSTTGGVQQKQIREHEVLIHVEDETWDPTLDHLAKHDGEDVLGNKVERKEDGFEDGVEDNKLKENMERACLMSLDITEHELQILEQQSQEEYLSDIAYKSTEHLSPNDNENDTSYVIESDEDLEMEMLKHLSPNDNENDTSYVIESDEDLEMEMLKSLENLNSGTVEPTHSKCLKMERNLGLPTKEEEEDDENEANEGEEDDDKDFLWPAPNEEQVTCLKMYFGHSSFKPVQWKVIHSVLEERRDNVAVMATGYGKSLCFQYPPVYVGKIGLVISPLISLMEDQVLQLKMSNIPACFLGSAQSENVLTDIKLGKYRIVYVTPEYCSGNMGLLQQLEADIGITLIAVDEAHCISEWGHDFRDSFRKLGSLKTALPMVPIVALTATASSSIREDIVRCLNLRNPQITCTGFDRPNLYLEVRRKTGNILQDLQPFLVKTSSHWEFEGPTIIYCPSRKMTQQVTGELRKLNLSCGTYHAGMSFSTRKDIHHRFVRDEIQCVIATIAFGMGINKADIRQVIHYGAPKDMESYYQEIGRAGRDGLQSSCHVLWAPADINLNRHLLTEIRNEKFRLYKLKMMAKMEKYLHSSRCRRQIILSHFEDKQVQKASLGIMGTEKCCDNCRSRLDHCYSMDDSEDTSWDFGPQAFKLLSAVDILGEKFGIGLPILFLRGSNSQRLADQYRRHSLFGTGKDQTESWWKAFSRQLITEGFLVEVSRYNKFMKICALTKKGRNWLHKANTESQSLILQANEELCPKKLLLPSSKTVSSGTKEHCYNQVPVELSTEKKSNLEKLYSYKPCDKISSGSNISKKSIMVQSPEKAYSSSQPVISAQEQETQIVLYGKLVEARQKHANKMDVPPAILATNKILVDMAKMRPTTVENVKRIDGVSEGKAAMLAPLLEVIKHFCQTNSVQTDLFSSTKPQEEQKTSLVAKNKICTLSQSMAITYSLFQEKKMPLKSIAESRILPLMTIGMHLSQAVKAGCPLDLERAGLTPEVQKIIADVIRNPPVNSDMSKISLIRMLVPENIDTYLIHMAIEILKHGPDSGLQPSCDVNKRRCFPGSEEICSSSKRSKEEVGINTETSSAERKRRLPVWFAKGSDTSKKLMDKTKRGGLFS
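WRN at 20 nM final was preincubated with compound for 15 min at room temperature; reaction started with 100 nM forked duplex oligonucleotide carrying fluorophore and quencher plus 2 mM ATP (final). Unwinding followed kinetically by red fluorescence (ex 525/em 598 nm).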
EPAC1 antag: EPAC1 (human) antagonism. EPAC1 GEF assay, Rap1b-BODIPY-GDP exchange fluorescence. 360,000 compounds, 0.14% hits. Potency, µM (doses to about 115 µM), without a hit: at the top dose activity change, negative = inhibition, hits mostly inhibitors. AID 720709;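 further: potency means the concentration at half of the fitted maximal effect; plate controls were vehicle for no effect and positive control for full effect; nearly all actives have a fitted effect of over 50% in size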
MmCpn inh: inhibitors of Methanococcus maripaludis chaperonin (MmCpn) | purified Mm-Cpn ATPase, ADP Transcreener TR-FRET | Potency, µM (series often up to 76.9 µM), for inactives: at the highest dose activity, negative = inhibition, usual class: inhibitors | 330,000 compounds, 0.031% hits; further: potency means the concentration at half of the fitted maximal effect; on the % scale 0 is the no-effect control and ±100 the full control effect; nearly all actives have a fitted effect of over 80% in size
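Purified archaeal chaperonin (25 nM final) was preincubated with compound for 10 min at 37°C, then ATP (10 uM final) was added for 30 min at 37°C in Tris pH 7.4/KCl/MgCl2/DTT buffer. ADP was quantified by HTRF Transcreener TR-FRET.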
* marks the source's active call; other numbers are inactive results; ? = inconclusive; · = no result given; [ ] = dose if it differs, or a comment. Unless noted, the call rests on the fitted dose curve; in most records, active means well fitted curve in the direction sought with a large enough effect; inconclusive means small, poorly fitted or top-dose-only effect, or another doubt; inactive means no such curve, though single readings can be large; an effect the other way counts as inactive or inconclusive.

The line under a structure holds: PLK1 PBD inh	EPAC2 antag	EPAC1 agonist	WRN helicase inh	EPAC1 antag	MmCpn inh	PI5P4K alpha inh	CCT modulator
> COc1ccc([N+](=O)[O-])cc1NC(=O)C(C)OC(=O)CN1C(=O)C2CC=CCC2C1=O (centres undefined)
 : 2%	-11%	-5%	-7%	-15%	0%	1	-0.8
> Cc1ccc(C(C(=O)NC2CCCC2)N(Cc2ccco2)C(=O)CCC(=O)Nc2ccccn2)cc1 (centres undefined)
 : -3%	-5%	1%	-20%	-13%	-2%	-4	-17
> Nc1cc(=O)[nH]c(SCC(=O)NC2CCCc3ccccc32)n1 (centres undefined)
 : -9%	-1%	0%	0%	10%	0%	0	-2.1
> CC(C)N1CCCC(C)(C(=O)Nc2nc3ccccc3[nH]2)C1 (centres undefined)
 : -1%	6%	-4%	-7%	-1%	·	-8	0.5
> COc1cc(C(=O)Nc2cc3c(cc2N2CCCCC2)n(C)c(=O)n3C)cc(OC)c1OC
 : -4%	-12%	-11%	-9%	-12%	0%	-4	-2.7
> COc1ccc(S(=O)(=O)Nc2nncs2)cc1
 : -11%	-1%	3%	1%	1%	2%	-2	-2.4
> COc1cc(OC)c(CNC2CCCCCC2)cc1Br
 : -2%	11%	1%	6%	?	2%	-8	-1.1
> COc1ccccc1CNC(=O)COC(=O)c1cccc(-n2cnnn2)c1
 : 4%	19%	-4%	4%	13%	0%	4	-1.9
> COC(=O)C1=C(C)N(C)C(=O)NC1c1cc(Cl)cc(Cl)c1OC (centres undefined)
 : -10%	-4%	3%	-2%	-1%	0%	·	-0.6
> CC1(C)CC(=O)c2cc(OCC(=O)N3CCOCC3)ccc2O1
 : -7%	-1%	6%	4%	-8%	-2%	3	1.2
> CC(C)n1c(SCC(=O)Nc2nc3c(s2)CCCC3)nc2c1c(=O)n(C)c(=O)n2C
 : -16%	-2%	1%	-9%	-6%	0%	0	-4.6
> CC(=O)N1CCc2cc(NC(=O)c3ccc(C)cc3)ccc21
 : -6%	23%	-2%	-13%	2%	1%	·	2.8
> O=C(N/N=C/c1cc(Br)c(O)c(Br)c1)c1cccnc1
 : -6%	11%	7%	-7%	-14%	-8%	?	-2.1
> O=S(=O)(Nc1ccccc1F)c1ccc(Cl)nc1
 : 0%	-2%	6%	3%	-4%	0%	-4	-1.3
> CC(=O)C1=C(O)C(=O)N(c2ccc(S(=O)(=O)Nc3nccs3)cc2)C1c1ccc(F)cc1 (centres undefined)
 : -12%	-5%	12%	-15%	-10%	-5%	-19	1.2
> COc1ccc(NC(=O)c2cc3c(=O)n(C)c4ccccc4c3s2)cc1OC
 : -14%	2%	16%	-5%[11.6 µM]	?	2%	-3	0.7
> CCn1c(Cc2c(C)[nH]c3ccccc23)n[nH]c1=S
 : -3%	3%	-6%	3%	3%	2%	0	-1.6
> CC(C)N(CCCNC(=O)Cn1c(=O)c2cccn2c2ccccc21)Cc1ccccc1
 : -9%	-5%	-5%	-10%	12%	-1%	-1	2.5
> COc1cccc(C(C(=O)NC(C)(C)C)N(CC(C)C)C(=O)CCC(=O)Nc2cc(C)on2)c1OC (centres undefined)
 : 0%	0%	-3%	7%	18%	-2%	-5	1.2
> O=C(NCCc1ccccc1)C1CCC(CNS(=O)(=O)c2cccs2)CC1 (centres undefined)
 : -10%	6%	3%	-3%	-23%	-8%	-1	1.3
> CC(=O)c1c(C)[nH]c(C(=O)COC(=O)c2ccc(C)s2)c1C
 : -1%	-10%	5%	-3%	-23%	-5%	12	0.0
> CC1=NNC(=O)C1CC(=O)N/N=C/c1cccs1 (centres undefined)
 : 2%	6%	-8%	-2%	-15%	0%	3	1.0
> CC(=O)c1cc(CN2CCCCC2)cc(OC(C)C)c1
 : -5%	5%[57.1 µM]	-12%	7%	12%	1%	-4	0.4
> Cc1csc(NC(=O)C2CCN(S(=O)(=O)c3ccc4c(c3)oc(=O)n4C)CC2)n1
 : 1%	1%	-9%	0%	7%	1%	4	2.0
> CCN(c1ccccc1)S(=O)(=O)c1ccc(C(=O)Nc2cccc(NC(C)=O)c2)cc1
 : 6%	-12%	8%	-6%	-4%	1%	-3	1.8
> CN1CCc2c(sc3nc(SCC(=O)N4CCOCC4)nc(N)c23)C1
 : -30%	-13%	-5%	1%	-10%	-2%	5	0.8
> Cc1cc(N2CCOCC2)cc(C)[n+]1[O-]
 : 1%	-5%[57.1 µM]	5%	-3%	3%	-2%	1	-0.5
> O=C(O)c1ccccc1-c1ccccc1C(=O)Nc1ccccc1
 : -2%	2%	12%	1%	-4%	2%	-4	-6.3
> O=C(O)Cc1sc(Nc2cccc3ccccc23)nc1-c1ccccc1
 : -26%	3%	2%	1%	-15%	-11%	2	-4.5
> Cc1ccccc1-n1nnnc1SC(C)C(=O)NC1CCCc2ccccc21 (centres undefined)
 : -4%	-3%	7%	-2%	-16%	2%	2	-0.1

One compound at a time, as listed above. Order of values: PLK1 PBD inh | EPAC2 antag | EPAC1 agonist | WRN helicase inh | EPAC1 antag | MmCpn inh | PI5P4K alpha inh | CCT modulator
Cc1ccccc1-n1nnnc1SC(C)C(=O)NC1CCCc2ccccc21 (centres undefined) is listed with -4% | -3% | 7% | -2% | -16% | 2% | 2 | -0.1
CC(=O)N1CCc2cc(NC(=O)c3ccc(C)cc3)ccc21 is listed with -6% | 23% | -2% | -13% | 2% | 1% | · | 2.8

The list continues:
The line under a structure holds: PLK1 PBD inh	EPAC2 antag	EPAC1 agonist	WRN helicase inh	EPAC1 antag	MmCpn inh	PI5P4K alpha inh	CCT modulator
> COCCNC(=O)c1ccc(-n2c(SCc3ccncc3)nc3ccccc3c2=O)cc1
 : -6%	-3%	-5%	-1%	-5%	-5%	-8	0.5
> CC(OC(=O)Nc1ccccc1)C(=O)OC1CCCCC1 (centres undefined)
 : -12%	-8%	1%	-6%	-28%	·	7	1.2
> OC(COCC1COc2ccccc2O1)CN1CCCCC1 (centres undefined)
 : 30µM*	3%	14%	7%	4%	0%	0	-0.4
> CC1=C(C(=O)Nc2ccc(C)cc2C)C(c2cccc(Cl)c2)n2nc(C(=O)OC(C)C)nc2N1 (centres undefined)
 : -5%	19%	10%	4%	-7%	1%	5	-4.7
> O=C(CCc1nc2cccnc2n1Cc1ccccc1)N1CCOCC1
 : 1%	7%	3%	-6%	-26%	-1%	-3	-3.3
> S=C(NCCc1ccccc1)N1CCOCC1
 : -2%	4%	2%	-6%	-2%	1%	4	-2.3
> CCN1CCN(c2ccc(S(=O)(=O)N3CCOCC3)cc2NC(=O)COc2ccc(F)cc2Cl)CC1
 : -4%	-2%	8%	4%	-24%	1%	10	-2.0
> COc1ccc(C(c2nnnn2Cc2cccs2)N2CCN(c3ccccc3F)CC2)cc1OC (centres undefined)
 : -12%	-7%	8%	-6%	-7%	-1%	2	-0.3
> O=S(=O)(c1ccccc1)c1nc(-c2ccco2)oc1NCCN1CCOCC1
 : -9%	10%	0%	-16%	9%	-2%	·	0.3
> O=C(N/N=C/c1cccnc1)c1cc(C2CC2)nc2ccccc12
 : -9%	3%	3%	-23%	-3%	2%	4	0.5
> O=S(=O)(NC1CCCCC1)c1cccc(-c2nnc(-c3ccccc3)o2)c1
 : -11%	-3%	24%	-4%	-17%	-2%	-2	-4.7
> Cc1cccc(OCCn2c(=O)n(C)c3ccccc32)c1
 : -1%	-10%	-5%	-1%	4%	-3%	-9	0.4
> CCCCc1c(O)nc(SCC(=O)Nc2cccc3ccccc23)n(-c2ccccc2OC)c1=O
 : -2%	1%	10%	-9%	-2%	-8%	8	0.8
> COc1cc(NC(=O)COC(=O)c2ccc(C)c(S(=O)(=O)N3CCCCC3)c2)c(C)cc1[N+](=O)[O-]
 : -3%	0%	12%	-13%	-3%	-2%	-10	0.2
> Brc1ccc(CN2CCSCC2)cc1
 : -8%	5%	9%	0%	3%	1%	·	-0.3
> CC(C(=O)N1c2ccccc2Sc2ccccc21)n1nnc(-c2cccs2)n1 (centres undefined)
 : 0%	-2%	-1%	3%	-2%	-1%	·	-3.4
> Cc1ccc(-c2cc(-c3cccs3)[nH]n2)c(O)c1
 : -4%	-1%	22%	-16%	-11%	0%	2	0.3
> COc1ccc(CC(=O)Nc2nc(C)cs2)cc1
 : 0%	1%	-3%	-6%	-9%	-1%	2	-5.6
> COc1cc(C(=O)N2CCN(CC(O)COc3ccccc3)CC2)cc(OC)c1OC (centres undefined)
 : -4%	5%	5%	-11%	-8%	·	1	0.0
> COc1ccc(CN2CCN(Cc3ccco3)CC2)c(OC)c1
 : 5%	10%	-8%	-24%	6%	-3%	10	1.0
> CC1=C(C(=O)OCC(C)C)C(c2cc3c(cc2Br)OCO3)NC(=O)N1C (centres undefined)
 : -2%	-9%	12%	1%	-4%	1%	-1	2.1
> O=C(NCCc1ccccc1)c1ccc(-c2ccc(F)cc2)o1
 : -12%	-21%	-2%	-7%	0%	0%	0	-3.4
> CN1/C(=C\C(=S)NC(=O)c2cccc(Br)c2)C(C)(C)c2ccccc21
 : -18%	-7%	11%	-10%	-9%	-5%	-1	-0.9
> COc1ccc(C2=NN(C(=O)c3ccc(Cl)c([N+](=O)[O-])c3)C(c3ccccc3)C2)cc1 (centres undefined)
 : -15%	-8%	6%	5%	-22%	-3%	6	-0.1
> COc1ccc(Cn2nnnc2C(c2ccc(N(C)C)cc2)N2CCC(C(N)=O)CC2)cc1 (centres undefined)
 : -28%	-9%	2%	-21%	-6%	0%	-22	1.5
> CCN(CC)S(=O)(=O)c1ccc(C)c(NC(=S)Nc2cccc(S(=O)(=O)N3CCCCCC3)c2)c1
 : -21%	-23%	19%	-30%	-24%	0%	-9	-1.0
> CN(C)C(CNS(=O)(=O)c1ccc2ccccc2c1)c1ccccc1 (centres undefined)
 : 1%	5%	0%	1%	-7%	1%	2	-6.8
> COc1ccc(NC2CCCN(C(=O)CCC(=O)c3ccc(F)cc3)C2)cc1 (centres undefined)
 : -3%	4%	3%	1%	-14%	0%	-6	0.8
> CC(=O)c1c(-c2ccccc2)[nH]c2ccccc12
 : -12%	-1%	-3%	2%	-26%	0%	12	0.1
> CC(C)NC(=O)N(C)C[C@H]1Oc2ccc(NC(=O)Cc3ccccc3)cc2C(=O)N([C@H](C)CO)C[C@@H]1C
 : -9%	-4%	-14%	1%	12%	1%	0	-0.4
> COc1cccc(C2/C(=C(\O)c3ccc4c(c3)OCCO4)C(=O)C(=O)N2Cc2cccnc2)c1 (centres undefined)
 : -9%	9%	-5%	-5%	15%	-8%	-1	-1.0

Screens as filed in PubChem.

An excerpt; the hit share may differ from the screen's.
